Casp6 inh – human caspase-6 inhibitors, primary screen, biochemical, VEID-R110 fluorescence, single point, set 2. P55212. 350,000 tested, 0.53% active. purified caspase-6, Z-VEID-R110 cleavage fluorescence. inhibition, % at 12.5 µM;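 active means mean inhibition across replicates at least about 35%, with every replicate also reaching that limit, limit read from the data; inconclusive means only one of the two criteria met; inactive means neither criterion met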;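 further: 0% = median of neutral control wells and 100% = no fluorescence left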
RAD52 inh – RAD52 DNA annealing inhibitors, primary screen, biochemical, FRET, single point, set 2; inhibition, % at 18.7 µM; 360,000 tested, 0.46% active; recombinant RAD52 DNA annealing, FRET fluorescence;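 active means every replicate showing at least 50% inhibition; inconclusive means mean inhibition at least 50% but not in every replicate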
Target sequence (P43351 whole entry, looked up): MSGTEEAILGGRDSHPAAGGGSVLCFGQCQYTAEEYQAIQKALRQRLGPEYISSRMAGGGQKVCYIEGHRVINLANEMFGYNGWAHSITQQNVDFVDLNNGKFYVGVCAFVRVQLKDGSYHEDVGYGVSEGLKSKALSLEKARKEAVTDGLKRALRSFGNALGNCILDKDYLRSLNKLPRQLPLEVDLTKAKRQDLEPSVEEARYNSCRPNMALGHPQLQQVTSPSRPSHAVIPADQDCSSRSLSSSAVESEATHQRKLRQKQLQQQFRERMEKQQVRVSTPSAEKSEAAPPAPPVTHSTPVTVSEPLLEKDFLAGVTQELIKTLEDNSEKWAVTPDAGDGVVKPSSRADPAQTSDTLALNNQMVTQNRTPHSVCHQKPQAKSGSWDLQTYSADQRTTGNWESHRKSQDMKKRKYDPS
INS-1E GSIS act – GLuc luminescence reporter in INS-1E cells, primary screen for activators of glucose-dependent secretion of insulin; INS-1E GLuc reporter insulin secretion, 2-3 h; activation, % at 16.6 µM; 370,000 tested, 0.61% active; AID 743287, 2014;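 active means lowest replicate activation of at least 40%, so every replicate reaches that level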;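 further: 0% = median of neutral control wells and 100% = median of IBMX positive control wells; some compounds called inactive have numbers as strong as hits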
DENV2 CPE rescue – inhibitors of DENV2 cytopathic effect, primary screen, cell-based, plate reader, single concentration; AID 651640, 2012; 350,000 tested, 1.7% active; CPE inhibition, % at 9.99 µM; DENV2-infected cells, cytopathic effect rescue; in the data active means CPE inhibition above about 20%, passing the limit was not always enough; inconclusive means no clear call, values can overlap the other calls; tested in BHK-21 cells;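 further: 0% = median of neutral control wells and 100% = median of positive control wells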
RAD54 inh – inhibitors of human RAD54 branch migration, primary screen, biochemical, fluorescence, single point. 360,000 tested, 0.14% active. inhibition, % at 10.4 µM. RAD54 Holliday junction branch migration, FAM/BHQ fluorescence. AID 602329, 2012;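 active means mean normalized replicate activity at least 40 and at least half of replicates scoring 40 or more; inconclusive means only one of the two criteria met; inactive means mean below 40 and under half of replicates reaching 40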;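 further: 0% = median of neutral control wells and 100% = median of positive control wells; inhibitors cause a drop in the FAM fluorescence signal; in these data hits start at about 50%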
F508del corr – F508del CFTR correction, initial screen, CFBE line, single point; CFBE cells, YFP halide quenching; stimulated with forskolin plus potentiator P3; % fluorescence drop versus neutral controls; activity (quench increase), % at 7.58 µM; 350,000 tested, 0.36% active; AID 720511, 2013;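 active means mean added fluorescence quench of at least 8% versus neutral control, with both replicates also reaching 8%; inconclusive means only one of the mean or replicate conditions met; inactive means mean below 8% and not both replicates reaching 8%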;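 further: cells transiently co-express mutant CFTR-F508del with the halide-sensitive YFP; corrector assay measuring rescue of mutant channel to the surface after 24 h compound exposure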
Xi reactivation – activators of inactive X chromosome reactivation, primary screen, imaging, XiGFP fibroblasts, GFP high-content imaging, set 2. XiGFP mouse fibroblasts, % GFP-positive cells imaging, 3 d; cells co-treated with 5-aza-dC sensitizer; scaled so ellipticine positive control = 100%. activation, % at 7.58 µM. 360,000 tested, 0.055% active;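 active means mean normalized replicate activation at least 10% and every replicate at or above 10%; inconclusive means only one of the two criteria met; inactive means mean below 10% and not all replicates reach 10%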;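 further: 0% = median of on-plate neutral control wells and 100% = ellipticine 6 µM median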
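System: 68-5-11 XiGFP fibroblast line; Timing: 3 days compound exposure; Compound dosing: one concentration, pinned; Benchmarks: positive control ellipticine, 6 µM final; Buffer or medium: DMEM containing 5-aza-dC.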
E-selectin induc – E-selectin induction in HUVECs, primary screen, imaging, HUVEC, immunofluorescence imaging, single point; activation, % at 7.58 µM; 260,000 tested, 0.37% active; P16581; normalized: neutral wells 0, TNF-alpha wells 100; AID 686992, 2013;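 active means mean E-selectin-positive cell signal at least 10% of the positive control, reached in at least 60% of replicates, without over 20% cell loss; inconclusive means no rule given, readout overlaps actives, possibly toxicity-flagged; inactive means the rest, including those meeting only one limit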;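 further: in these data hits start at about 27%; measured in HUVEC primary endothelial cells; signal is the percent of cells scored E-selectin positive by PE staining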
Target sequence (P16581 whole entry, looked up): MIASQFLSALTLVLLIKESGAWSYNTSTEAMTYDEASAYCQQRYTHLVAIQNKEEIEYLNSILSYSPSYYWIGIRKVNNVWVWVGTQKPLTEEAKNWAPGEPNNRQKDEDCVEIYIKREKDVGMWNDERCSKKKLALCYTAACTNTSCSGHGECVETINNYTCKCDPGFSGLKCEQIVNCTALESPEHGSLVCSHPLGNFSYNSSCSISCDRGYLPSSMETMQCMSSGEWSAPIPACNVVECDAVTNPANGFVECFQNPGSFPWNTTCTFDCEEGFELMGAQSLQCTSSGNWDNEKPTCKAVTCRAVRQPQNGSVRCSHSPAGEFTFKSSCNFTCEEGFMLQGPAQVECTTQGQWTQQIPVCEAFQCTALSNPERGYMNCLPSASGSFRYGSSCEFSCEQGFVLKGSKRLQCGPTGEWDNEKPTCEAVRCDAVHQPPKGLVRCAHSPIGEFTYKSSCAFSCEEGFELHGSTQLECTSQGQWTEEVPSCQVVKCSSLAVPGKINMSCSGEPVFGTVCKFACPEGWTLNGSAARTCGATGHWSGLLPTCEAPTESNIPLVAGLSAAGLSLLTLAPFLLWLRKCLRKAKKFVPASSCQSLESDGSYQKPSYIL
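System: HUVEC / Compound: single concentration / Signal: immunofluorescence imaging / Read-out: percent E-selectin-positive cells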
An asterisk follows results filed as active; ? = inconclusive; · = no result given.

no.	molecule	Casp6 inh	RAD52 inh	INS-1E GSIS act	DENV2 CPE rescue	RAD54 inh	F508del corr	Xi reactivation	E-selectin induc
1	CCCNC(=O)N(C)C[C@H]1Oc2ncc(-c3ccccc3F)cc2C(=O)N([C@H](C)CO)C[C@H]1C	-2	6	11	·	-4	-0.7	0.2	0.2
2	CCOC(=O)COn1c(=O)c(-c2ccc(OC)cc2)[n+]([O-])c2ccccc21	2	-5	-10	-6	5	1.4	0.0	-0.1
3	COc1c(C)cc(C(=O)C2CCCN(C(=O)c3cc(C)nc(C)n3)C2)cc1C (centres undefined)	22	0	-11	2	·	-0.6	0.0	·
4	Cc1cc(S(=O)(=O)N2CCN(c3ccc(F)cc3)CC2)c(C)s1	-1	-3	-34	-4	6	-5.2	-0.1	·
5	COC(=O)c1ccc(NC(=O)C2CCCN2S(=O)(=O)c2ccc(C)cc2)cc1 (centres undefined)	8	-14	12	-7	13	3.2	0.2	0.0
6	CC(=O)Nc1ccc(NC(=O)CNC(=O)COc2ccccc2)cc1	-2	-1	4	2	·	0.8	0.0	·
7	O=C1NC(Nc2ccccn2)(C(F)(F)F)C(=O)N1c1ccc(F)cc1 (centres undefined)	1	6	-4	1	3	6.7	·	·
8	COC(=O)[C@]12C[C@H](CC(=O)NCc3ccc(OC)c(OC)c3)C(=O)N(Cc3ccccc3)C1=C[C@H](C(C)C)O[C@@H]2C1CC1	0	-9	-12	8	·	-0.5	0.0	0.0
9	O=C(Nc1ccc2[nH]c(=O)[nH]c2c1)c1ccc(Br)o1	-5	-1	1	7	-5	0.2	0.0	0.1
10	O=C(C[C@@H]1C[C@@H]2c3cc(NC(=O)c4ccc5c(c4)OCO5)ccc3O[C@@H]2[C@@H](CO)O1)NC1CCCC1	-2	13	-2	34*	5	1.1	-0.1	0.0
11	O=C(C[C@H]1C=C[C@@H](NC(=O)c2ccc(F)cc2)[C@H](CO)O1)NCCc1ccccc1	-3	4	3	-1	-4	1.3	-0.2	-0.2
12	O=C(CN1C(=O)NC2(CCc3ccccc32)C1=O)c1ccc(Br)s1 (centres undefined)	6	-14	-9	-15	9	2.0	-0.1	0.1
13	CCOc1ccccc1NC(=O)C(C)N1C(=O)c2ccccc2S1(=O)=O (centres undefined)	3	5	-11	-2	·	0.1	0.2	-2.0
14	COCCOC(=O)N1C(=O)[C@@]2(c3cc(C#CCNC(N)=O)ccc31)[C@H](C(=O)N1CCN(c3ncccn3)CC1)[C@H]1C(=O)O[C@H](c3ccccc3)[C@H](c3ccccc3)N1[C@@H]2c1ccccc1OCCO	0	32	·	10	-3	0.4	·	·
15	CC[C@@H]1CCCCc2ccccc2[C@@H](C(=O)C[C@H](O)CC(C)=O)OC1=O	3	-12	-16	-17	0	-2.7	0.1	1.0
16	CC(C)CC(=O)NC1(C(F)(F)F)C(=O)Nc2c1c(=O)[nH]c(=O)n2Cc1ccco1 (centres undefined)	2	-21	-1	·	-5	·	·	·
17	O=C(O)/C=C/C(=O)N1CCN(S(=O)(=O)c2cccc(C(F)(F)F)c2)CC1	0	-16	·	0	·	-0.9	-0.1	0.8
18	CC(=O)c1ccc(OCCCC(=O)NNC(=O)c2ccccn2)cc1	5	-22	-8	-2	3	-0.5	5.7	·
19	Cc1cc(Br)c(NC(=O)CN(C)CCOc2ccccc2)c(Br)c1	1	-13	-36	-2	·	-6.7	0.5	-1.3
20	CNC(=O)N(C1=NCC(C)(C)S1)c1ccc(F)c(Cl)c1	1	12	·	-8	7	3.3	0.0	0.1

Three entries out of the list, sorted by length of the SMILES, largest number first:
no.	molecule	Casp6 inh	RAD52 inh	INS-1E GSIS act	DENV2 CPE rescue	RAD54 inh	F508del corr	Xi reactivation	E-selectin induc
3	COc1c(C)cc(C(=O)C2CCCN(C(=O)c3cc(C)nc(C)n3)C2)cc1C (centres undefined)	22	0	-11	2	·	-0.6	0.0	·
13	CCOc1ccccc1NC(=O)C(C)N1C(=O)c2ccccc2S1(=O)=O (centres undefined)	3	5	-11	-2	·	0.1	0.2	-2.0
9	O=C(Nc1ccc2[nH]c(=O)[nH]c2c1)c1ccc(Br)o1	-5	-1	1	7	-5	0.2	0.0	0.1

Later entries:
no.	molecule	Casp6 inh	RAD52 inh	INS-1E GSIS act	DENV2 CPE rescue	RAD54 inh	F508del corr	Xi reactivation	E-selectin induc
21	CO[C@@H]1CN(C)C(=O)c2ccc(NC(=O)C3CCCC3)cc2OC[C@H](C)NC[C@H]1C	-2	-9	-2	-4	2	-1.7	0.2	-0.1
22	CN(C)C(=O)c1ccc(-c2ccc([C@H]3[C@@H](CO)N4CCCCN(C(=O)C5CC5)C[C@H]34)cc2)cc1	2	-3	2	17	-1	-1.3	0.4	-0.2
23	O=C(CNC(=O)C12CC3CC(CC(C3)C1)C2)N1CCN(S(=O)(=O)/C=C/c2ccccc2)CC1	5	0	-22	0	2	·	0.1	·
24	Cc1cc2oc(=O)cc(-c3ccccc3)c2c(C)c1-c1ccc(O)cc1	1	-4	10	10	2	9.2*	0.0	·
25	FC(F)(F)c1cccnc1N1CCN(c2ncnc3nc[nH]c23)CC1	-1	-9	9	19	-6	4.0	0.0	2.0
26	C[C@H](CO)N1C[C@H](C)[C@H](CN(C)C(=O)C2CCOCC2)Oc2ncc(Br)cc2C1=O	-2	6	8	8	4	-3.6	-1.4	-0.1
27	CC(=O)N(CC(=O)Nc1sc(C)c(C)c1C(N)=O)Cc1ccccc1	1	-12	10	-5	·	2.2	0.3	·
28	COc1ccc(OC)c(C=Cc2ccc([N+](=O)[O-])cc2)c1	-1	-21	5	7	0	-0.6	-0.2	·
29	COc1ccc(C(=O)c2ccc([N+](=O)[O-])cc2)cc1S(=O)(=O)N1CCC(C(=O)O)CC1	1	-5	18	-2	9	-1.3	0.0	·
30	CC(=O)N(C)C[C@H]1Oc2cc(-c3ccccc3F)ccc2S(=O)(=O)N([C@@H](C)CO)C[C@H]1C	-1	6	21	-3	-2	-0.6	0.0	0.4
31	CCN1CCc2nc3ccccc3c(C(=O)Nc3ccc(F)cc3)c2C1	-4	-28	-7	1	5	1.4	1.2	-0.6
32	CCCCCCCCC(=O)N1CCN(c2cc3c(cc2F)c(=O)c(C(=O)O)cn3CC)CC1	0	-6	7	-3	-1	-0.6	0.1	0.0
33	COc1ccc(CCNC(=O)CCc2cc(OC)c(OC)c(OC)c2)cc1	-3	-3	2	0	-10	3.2	0.0	-1.7
34	CCOC(=O)C1CCN(C(=O)Cn2nc(C)n3cccc3c2=O)CC1	-2	-34	6	3	6	-3.5	0.0	·
35	Cc1nc2ccccn2c1C(=O)NCC(C)C	-1	-7	-1	-3	·	·	0.2	-0.3
36	CCC(=O)NC[C@@H]1[C@H](c2ccccc2)[C@@H](CO)N1C(=O)C1CC1	-2	-9	-1	0	0	1.4	0.0	-0.2
37	C[C@@H]1CN([C@@H](C)CO)C(=O)c2cc(NS(=O)(=O)c3ccccc3)ccc2O[C@H]1CN(C)S(=O)(=O)c1cccs1	-2	-4	9	·	2	3.3	-0.1	0.2
38	O=C(c1cc(-c2ccc(F)cc2)on1)N1CCCc2ccccc21	-1	-22	-7	-1	0	-4.0	-0.2	-0.2
39	COc1ccc(NC(=O)c2ccco2)cc1NC(=O)c1ccc(C#N)cc1F	-2	-21	15	9	-5	-0.4	0.2	-0.1
40	Cc1ccc(S(=O)(=O)N(C)C[C@H]2OCCCC[C@H](C)Oc3ccc(NC(=O)C4CCCCC4)cc3C(=O)N([C@@H](C)CO)C[C@H]2C)cc1	·	·	0	11	-5	-9.4	-0.1	-0.1
41	O=C(CN1C(=O)NC2(CCCC2)C1=O)Nc1nc(-c2ccccc2)cs1	-1	-1	-3	-6	-6	-2.2	-0.3	0.5
42	COc1cc(Cl)c(C)cc1NC(=O)c1ccc(NS(=O)(=O)c2ccc(F)c(F)c2)cc1	-3	-18	-1	4	·	1.4	0.0	·
43	COc1ccc(NC(=O)N(C)C[C@@H]2OCCCC[C@H](C)Oc3ccc(NC(=O)CCCN(C)C)cc3C(=O)N([C@H](C)CO)C[C@@H]2C)cc1	0	-23	14	4	7	-0.2	-0.1	-0.1
44	C[C@H](CO)N1C[C@H](C)[C@@H](CN(C)Cc2ccncc2)OCCCC[C@H](C)Oc2ccc(NS(C)(=O)=O)cc2C1=O	-5	4	14	?	-12	-1.3	-0.1	-0.1
45	CCCCC[n+]1ccn(-c2nc3ccccc3nc2[N-]S(=O)(=O)c2ccccc2)c1	1	-12	-17	-4	8	-3.8	0.2	-0.2
46	O=C(C(=O)N1CCN(c2ccccc2F)CC1)c1c[nH]c2ccccc12	1	8	-34	-2	·	-3.5	0.3	2.3
47	COc1cccc(C(=O)NC(=O)Nc2cc(C)on2)c1	-4	-13	0	-2	-1	0.1	0.2	0.0
48	C=CC[C@H](CC(=O)OC(C)(C)C)C(=O)OC[C@H]1CCCN1C(=O)[C@@H](CC=C)CC(=O)N(CCO)Cc1ccccc1	3	-3	-15	·	-4	0.1	0.0	0.9
49	O=C(c1ccc(Cl)s1)N1CCCC(N2CCN(c3ccc(F)cc3)CC2)C1 (centres undefined)	0	-9	32	6	-6	-1.9	0.0	2.3
50	CC1CCCC(NS(=O)(=O)c2cc(Br)cnc2N)C1C (centres undefined)	2	-6	-36	4	4	-0.8	-0.1	·
51	COc1ccc(N2CC(C(=O)Nc3nc4ccccc4s3)CC2=O)cc1 (centres undefined)	4	-7	-26	-10	·	1.6	0.1	0.0
52	COc1ccc(C(=O)Nc2ccc(NC(=O)C3CC3)cn2)cc1	-2	-18	1	-6	-6	-0.2	-0.1	·
53	Cc1ccc(CC(=O)NNC(=O)c2cccs2)cc1C	3	-1	-4	-1	7	-1.8	0.0	0.2
54	OCCC1CN(Cc2cnc(-c3ccccc3)s2)CCN1C1CCCC1 (centres undefined)	4	-6	-3	5	·	2.5	0.3	·
55	COC(=O)c1cc(Cl)nc2ccccc12	1	0	6	-1	2	-0.6	0.0	-0.1
56	COc1ccc2cc(C(=O)C3CCCN(C(=O)CSc4nnc(C)o4)C3)ccc2c1 (centres undefined)	3	-8	-13	-4	·	-0.5	0.1	-3.0
57	C[C@@H]1CN([C@@H](C)CO)S(=O)(=O)c2ccc(-c3ccc(C(=O)N(C)C)cc3)cc2O[C@@H]1CN(C)C(=O)C1CC1	·	·	13	·	·	-0.6	-0.3	0.5
58	NC(=O)NCC(c1ccccc1)C1CCCCC1 (centres undefined)	-1	-7	·	-1	1	-0.9	-0.1	·
59	CCOc1ccc(NC(=O)C2C(c3ccccc3)C2(Cl)Cl)cc1 (centres undefined)	3	-11	-28	-2	-6	-0.4	2.3	·
60	CN(C)c1nc(=NCc2cccs2)ss1	2	-16	72*	-2	·	-6.5	-0.1	0.3
61	CCCNC(=O)Nc1ccc2c(c1)C(=O)N(C)C[C@H](OC)[C@@H](C)CN(C(=O)C1CC1)[C@H](C)CO2	0	12	14	0	0	0.8	-0.4	-0.1
62	C[C@@H]1CN([C@@H](C)CO)C(=O)c2cc(C#Cc3ccccc3)cnc2O[C@H]1CN(C)CC1CCOCC1	-1	24	3	4	-6	1.9	-1.2	0.4

High-throughput results deposited in PubChem BioAssay by Broad Institute.
